Screening results deposited in PubChem by Broad Institute.
CASP6 VEID inh: caspase-6 (human) enzyme inhibition; P55212; purified caspase-6, Z-VEID-R110 cleavage fluorescence; inhibition, % at 12.5 µM; 350,000 compounds, 0.53% hits;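 active = mean inhibition across replicates at least about 35%, with every replicate also reaching that limit, limit read from the data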;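 note: 0% = median of neutral control wells and 100% = no fluorescence left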
Target sequence (P55212 24-179 limits assumed): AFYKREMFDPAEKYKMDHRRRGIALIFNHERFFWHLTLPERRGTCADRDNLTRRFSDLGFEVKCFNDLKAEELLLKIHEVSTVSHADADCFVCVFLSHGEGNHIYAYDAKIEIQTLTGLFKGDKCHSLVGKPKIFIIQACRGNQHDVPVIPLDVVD
Target sequence (P55212 194-293 limits assumed): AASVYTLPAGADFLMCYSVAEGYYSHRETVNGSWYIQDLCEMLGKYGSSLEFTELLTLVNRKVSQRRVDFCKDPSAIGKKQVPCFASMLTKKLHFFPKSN
esBAF inh: blocks esBAF chromatin remodeling in mouse ES cells. Bmi1-luciferase knock-in reporter, 24 h; 100% = twice the neutral-well signal. reporter increase, % at 12.5 µM. 350,000 compounds, 2% hits; in the data active = activation above about 40%;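 note: 0% = median of the plate's neutral control wells and 100% = double that signal; a rise in the Bmi1 reporter signal indicates esBAF inhibition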
SIRT5 inh: inhibitors of human sirtuin-5 desuccinylase | Q9NXA8 | Purified SirT5, succinyl-peptide AMC, trypsin-coupled fluorescence | inhibition, % at 15 µM | 330,000 compounds, 1.1% hits | AID 652115; in the data active = inhibition above about 15%
Target sequence (Q9NXA8 whole entry, looked up): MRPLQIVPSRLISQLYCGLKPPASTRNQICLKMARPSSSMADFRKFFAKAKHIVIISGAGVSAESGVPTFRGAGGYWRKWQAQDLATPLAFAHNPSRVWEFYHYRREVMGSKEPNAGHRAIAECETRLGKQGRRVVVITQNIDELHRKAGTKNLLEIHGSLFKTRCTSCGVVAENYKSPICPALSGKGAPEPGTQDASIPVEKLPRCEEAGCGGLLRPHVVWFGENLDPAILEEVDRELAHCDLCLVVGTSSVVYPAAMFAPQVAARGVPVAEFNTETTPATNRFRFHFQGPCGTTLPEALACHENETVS
S100A4 MyoIIA: inhibitors of human S100A4 binding to myosin IIA peptide; inhibition, % at 10.7 µM; P26447; S100A4/TAMRA-MyoIIA peptide fluorescence polarization; AID 652163; 360,000 compounds, 0.14% hits;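 active = mean inhibition of at least 70% across replicates, with every replicate also reaching that level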
Target sequence (P26447 whole entry, looked up): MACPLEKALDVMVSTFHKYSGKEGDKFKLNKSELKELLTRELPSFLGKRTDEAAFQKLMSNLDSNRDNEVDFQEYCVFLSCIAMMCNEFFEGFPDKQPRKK
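Material: S100A4 monomer (human). Medium: Calcium-containing HEPES buffer, pH 7.2. Probe or stimulus: labelled myosin peptide probe, 5 nM. Compound dosing: one concentration per compound. Timing: polarization read 5 min after assay mix addition, stable 5–60 min. Benchmarks: DMSO as neutral control, TFP as positive control.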
FN deposition inh: fibronectin deposition inhibition | AH1F fibroblasts, Alexa488-fibronectin deposition fluorescence, overnight | inhibition, % at 12.6 µM | 350,000 compounds, 0.086% hits | AID 743247;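 active = mean inhibition across replicates of 30% or more, regardless of how many single replicates reach that level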;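 note: positive control wells lacked labelled fibronectin entirely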
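Material: AH1F fibroblast monolayer depositing Alexa488-labelled fibronectin into matrix | Input: 10000 AH1F cells/well | Medium: DMEM plus 2% serum, read in PBS | Reagent: Alexa488-fibronectin, 24 nM final in well | Compound dosing: One dose per compound, pinned | Schedule: 1 h adhesion, overnight exposure | Measured by: Fluorescence at 485 nm excitation, 525 nm emission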
C2C12 statin: protects C2C12 myotubes from simvastatin toxicity; ATP luminescence, 48 h; scaled: DMSO 0, geranylgeraniol control 100; 330,000 compounds, 0.78% hits; AID 602340; rescue of ATP level, % at 7.49 µM;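 active = mean ATP rescue above about 67%, or every replicate alone reaching that limit, limit read from the data, passing the limit was not always enough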;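 note: myotubes were challenged with 10 µM simvastatin during compound exposure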
LGR2 antag: blocks bursicon-induced cAMP signaling via Drosophila LGR2; HEK293 LGR2, CRE-luciferase, bursicon-stimulated, 4 h; inhibition, % at 9.99 µM; 380,000 compounds, 0.35% hits;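 active = drop in luminescence signal, shown as inhibition above about 50% in the replicate tests, limit read from the data, passing the limit was not always enough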;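 note: agonist challenge used bursicon conditioned medium at about half maximal strength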
An asterisk follows results filed as active; x = not tested or not shown.

SMILES	CASP6 VEID inh	esBAF inh	SIRT5 inh	S100A4 MyoIIA	FN deposition inh	C2C12 statin	LGR2 antag
COc1ccc(C(=O)OCC(=O)Nc2ccc(F)c(F)c2F)cc1OC	x	1	x	x	9	-8	x
O=C(CN(C1CCCCC1)S(=O)(=O)c1ccc(Cl)cc1)NCc1ccncc1	-1	3	0	1	x	-8	11
CC(=C1N=C(c2ccccc2)OC1=O)c1cccs1	-1	x	x	-1	-6	x	-3
COc1ccc([C@H]2CC(=O)C=C(c3ccccc3Oc3ccccc3)C2)cc1	4	6	x	-1	1	-7	9
Cc1noc(C)c1NC(=O)Nc1ccc2c(c1)C(=O)N([C@@H](C)CO)C[C@H](C)[C@@H](CN(C)C(=O)Nc1cccc3ccccc13)OCCCC[C@@H](C)O2	x	-3	x	x	0	x	9
Fc1ccc(/C=C2\CCCC3=C2Nc2ncnn2C3c2ccc(F)cc2)cc1 (configuration not stated)	x	-22	x	x	-15	-18	x
COc1ccc2oc(=O)c(-c3nnc(NCc4ccco4)s3)cc2c1	x	33	x	x	17	103*	x
Cc1cc2ccccc2n1CCNC(=O)COc1ccc2ccccc2c1	0	-9	-1	29	-2	-3	14
COc1ccc(/C=C/C(=O)OCC(=O)NCC2CCCO2)cc1 (configuration not stated)	1	x	3	1	3	x	1
COc1ccc(CN(C)C[C@H]2Oc3c(NC(=O)c4ccc(-c5nccs5)cc4)cccc3C(=O)N([C@H](C)CO)C[C@H]2C)cc1	-2	-6	-1	-18	x	6	-8
CN1CCC(=O)N([C@H](CN=[N+]=[N-])c2ccccc2)CC1	x	4	x	1	-5	19	-20
O=C(c1ccccc1)N1CCN(c2ccccc2F)CC1	x	6	x	x	-2	5	x
COCCNC(=O)C1(C)CCN(C(=O)c2sc(-c3ccccc3)nc2C)C1 (configuration not stated)	2	2	-6	-2	6	7	3
COc1ccccc1-c1cccc([C@@H]2C[C@H]3[C@@H](CN2)CON3C)c1	5	-5	7	-18	5	-3	-10
Cc1ccccc1OCC1Cn2c(nc3c2c(=O)n(C)c(=O)n3C)O1 (configuration not stated)	-1	-11	-2	6	-5	3	2
C[C@@H]1CN([C@H](C)CO)C(=O)c2cc(NS(=O)(=O)c3cccs3)ccc2O[C@H]1CN(C)Cc1ccc2c(c1)OCO2	0	-2	-3	-14	4	37	-1
Cc1cccc(CNS(=O)(=O)c2ccc(-c3cnc(C4CC4)o3)cc2)c1	7	1	-9	1	4	-10	-11
O=C(OCc1cccc([N+](=O)[O-])c1)c1cccnc1	2	2	1	5	2	0	x
COc1cccc(NC(=S)NNC(=O)C(C)n2nc(C)c([N+](=O)[O-])c2C)c1 (configuration not stated)	x	-6	x	x	4	14	x
Cc1ccccc1-c1cnc2c(c1)C(=O)N([C@@H](C)CO)C[C@H](C)[C@H](CN(C)C(=O)c1ccccc1)O2	x	-7	x	x	-8	-2	0
O=C(CNC(=O)c1ccc(OC(F)F)cc1)Nc1cccc(S(=O)(=O)N2CCCC2)c1	-3	2	-2	-4	7	-1	-4
Cc1ccc(Oc2c(CO)c(-c3ccccc3)nn2C)cc1	-1	x	-1	-2	-5	x	9
O=C(c1cccc(Cl)c1)N1CCC(=O)N(C(COCc2ccccc2)Cc2ccccc2)CC1 (configuration not stated)	1	-12	x	1	1	22	x
CCN(CC)C(=O)c1ccc2sc([C@@H]3O[C@H](CO)[C@H](O)[C@H](O)[C@H]3O)nc2c1	8	-2	x	0	-6	-7	11
CCC(=O)Nc1ccc2c(c1)C(=O)N(C)[C@@H]1CC[C@H](CC(=O)N[C@H](C)c3ccccc3)O[C@H]1CO2	1	-4	-1	4	-5	-13	-1
CSc1cccc(NC(=S)N(CCN(C)C)C(C)c2ccccn2)c1 (configuration not stated)	-2	-2	-2	-2	6	-8	4
COc1cccc(N)c1	0	x	x	-1	x	x	-10
CSc1nc2ccc3nc(NC(=O)C4COc5ccccc5O4)sc3c2s1 (configuration not stated)	-2	15	-1	-3	4	-6	x
CC(=O)n1cc([C@@H]2C=C(C(N)=O)O[C@H](OCCCCO)C2)c2ccccc21	0	x	-3	3	x	x	x
Cn1sc(=O)c2cc(S(=O)(=O)NC3CC3)ccc21	-3	x	3	-6	7	x	-4
COc1cccc(C2CC(c3cccs3)=NN2C(=S)Nc2ccccc2)c1OC (configuration not stated)	x	3	x	x	x	35	-3
COc1ccc2c3c(n(C)c2c1)[C@@H](CO)NCC31CN(C(=O)Nc2ccccc2F)C1	-2	x	1	2	-4	x	-12
COc1ccc(-c2cc3ccccc3n2CC(O)CN2CCN(CCO)CC2)cc1 (configuration not stated)	-5	3	x	9	-4	6	-10
CC(C)C#Cc1ccc([C@H]2[C@@H](CO)N3CCCCN(C(=O)c4ccc(F)cc4)C[C@H]23)cc1	-5	-2	2	2	x	11	4
CC(C)(C)c1ccc(C(=O)NC(CC(=O)O)c2ccc(OC3CCCC3)cc2)cc1 (configuration not stated)	1	-11	4	3	4	14	-1
CCC(=O)NCCCCCCCCCNC(=O)CC	0	x	-3	3	-18	x	1
COc1ccc(CN(C)C[C@H]2OCCCC[C@@H](C)Oc3ccc(NC(=O)Nc4c(C)noc4C)cc3C(=O)N([C@@H](C)CO)C[C@@H]2C)cc1	1	-7	1	-1	x	x	0
COc1cccc(/C=C/C(=O)c2ccc3c(c2)OCO3)c1OC	0	9	x	-1	x	6	-32
O=C(CN1CCN(c2ccc(F)cc2)CC1)Nc1ccccc1	-3	-9	-4	-1	-2	-14	-10
C[C@@H]1CN([C@@H](C)CO)C(=O)Cc2cc(NC(=O)C3CCCCC3)ccc2O[C@@H]1CN(C)Cc1ccc(C(=O)Nc2ccccc2N)cc1	0	4	1	-2	9	-53	-16

Grouped by structure: the compounds so far with fluorine (7)
SMILES	CASP6 VEID inh	esBAF inh	SIRT5 inh	S100A4 MyoIIA	FN deposition inh	C2C12 statin	LGR2 antag
COc1ccc(C(=O)OCC(=O)Nc2ccc(F)c(F)c2F)cc1OC	x	1	x	x	9	-8	x
Fc1ccc(/C=C2\CCCC3=C2Nc2ncnn2C3c2ccc(F)cc2)cc1 (configuration not stated)	x	-22	x	x	-15	-18	x
O=C(c1ccccc1)N1CCN(c2ccccc2F)CC1	x	6	x	x	-2	5	x
O=C(CNC(=O)c1ccc(OC(F)F)cc1)Nc1cccc(S(=O)(=O)N2CCCC2)c1	-3	2	-2	-4	7	-1	-4
COc1ccc2c3c(n(C)c2c1)[C@@H](CO)NCC31CN(C(=O)Nc2ccccc2F)C1	-2	x	1	2	-4	x	-12
CC(C)C#Cc1ccc([C@H]2[C@@H](CO)N3CCCCN(C(=O)c4ccc(F)cc4)C[C@H]23)cc1	-5	-2	2	2	x	11	4
O=C(CN1CCN(c2ccc(F)cc2)CC1)Nc1ccccc1	-3	-9	-4	-1	-2	-14	-10

Additional entries follow.
SMILES	CASP6 VEID inh	esBAF inh	SIRT5 inh	S100A4 MyoIIA	FN deposition inh	C2C12 statin	LGR2 antag
Cn1cnc(S(=O)(=O)N2CC[C@@H]3[C@@H](CO)Nc4ccc(C#Cc5ccccc5F)cc4[C@@H]32)c1	0	x	0	31	-8	x	0
COc1ccc(CCNc2nncc(=O)[nH]2)cc1OC	2	0	1	-3	x	-11	12
N#CCOc1coc(CN2CCN(c3cccc(Cl)c3)CC2)cc1=O	3	-8	2	1	-1	64	5
CO[C@H]1CN(C)C(=O)c2cc(NC(=O)Nc3ccccc3F)ccc2OC[C@H](C)N(C(C)=O)C[C@@H]1C	-1	3	0	8	-4	-12	-2
C[C@H](CO)N1C[C@H](C)[C@@H](CN(C)S(C)(=O)=O)Oc2ccc(NC(=O)CCN3CCOCC3)cc2CC1=O	1	1	1	-5	x	-7	-16
Cc1cccc(OCCCC(=O)NNC(=O)CCN2CCN(c3ccccc3)CC2)c1	-4	-6	-2	0	-8	-18	-8
Cc1cc(C(=O)Nc2cccc3c2O[C@@H](CN(C)S(=O)(=O)c2c(C)noc2C)[C@@H](C)CN([C@@H](C)CO)C3=O)n(C)n1	x	-3	2	-2	-7	-14	8
CCc1sc(C(=O)NNC(=O)CNC(=O)c2ccccc2F)cc1C	-5	3	4	-3	1	3	-3
CN1CCN(C(=O)C[C@H]2C[C@H]3c4cc(NC(=O)Nc5ccc(F)cc5)ccc4O[C@H]3[C@@H](CO)O2)CC1	2	-9	9	-3	-4	7	-5
N#C/C(=C/c1ccc(N2CCOCC2)c([N+](=O)[O-])c1)C(N)=O	-2	-3	1	-4	x	-5	-1
COc1ccc(S(=O)(=O)N(C)C[C@H]2Oc3cc(C#CC4CCCCC4)ccc3S(=O)(=O)N([C@@H](C)CO)C[C@@H]2C)cc1	1	x	-1	15	x	-8	-2
CCOCCn1c(CN(Cc2ccccc2)Cc2ccccc2)nc2c1c(=O)n(C)c(=O)n2C	0	10	-8	-4	-7	44	22
Nc1[nH]nc2nc3ccccc3cc12	0	-4	10	-12	7	2	3
O=S(=O)(O)c1ccc(N=NNc2ccc(Br)cc2)cc1	3	4	1	-1	-1	5	-34
CO[C@@H]1CN(C)C(=O)c2ccc(NC(=O)NC(C)C)cc2OC[C@H](C)N(Cc2ccccc2)C[C@@H]1C	x	1	14	7	5	13	-11
CNC[C@H]1Oc2ccc(NC(=O)CCN3CCOCC3)cc2CC(=O)N([C@H](C)CO)C[C@@H]1C	-21	7	0	-2	3	12	6
C[C@@H]1CCCCO[C@H](CN(C)C(=O)Nc2ccc(F)cc2)[C@@H](C)CN([C@@H](C)CO)C(=O)c2cc(N(C)C)ccc2O1	x	-2	x	x	x	40	-5
N#Cc1ccc(-c2ccc([C@@H]3[C@H]4CNCC(=O)N4[C@H]3CO)cc2)cc1	-2	x	-6	4	18	x	2
CCCNC(=O)c1cc2cc([N+](=O)[O-])ccc2s1	2	x	-1	2	2	x	6
CC(O)(c1cccs1)C(C(=O)O)c1ccccc1 (configuration not stated)	3	5	-2	22	-2	4	-6
O=C(O)CCCCCNS(=O)(=O)c1cccc2c1C(=O)c1ccccc1C2=O	8	x	x	-6	1	x	2
COc1ccc(OC)c(NC(=O)C2(C)CCN2CCc2ccccc2)c1 (configuration not stated)	-1	-4	-3	0	13	5	18
O=C(C[C@@H]1CC[C@H](NC(=O)c2cccc(F)c2)[C@H](CO)O1)NCc1ccccc1	-2	1	-2	9	-8	0	1
COc1cccc(C(=O)NCC(=O)N/N=C/c2c(C)[nH]c3ccccc23)c1	1	3	2	1	3	-3	14
N#C/C(=C\c1ccc(Cl)cc1)c1nc(-c2ccco2)cs1	0	x	-3	4	0	x	-46
CC1(N(O)C=C2C=CC(=O)C=C2)CCCCC1=O (configuration not stated)	0	-1	-4	-5	-1	2	2
CCN(CC(=O)Nc1ccccc1OC)C(=O)c1ccccc1Sc1ccccc1C#N	-187	11	-1	-5	-5	-5	12
CCN(CC)c1ccc(S(=O)(=O)N2CCOCC2)cc1NC(=O)COC(=O)c1ccco1	2	x	3	-5	2	x	-3
CC(C)Nc1ncnc2c1ncn2[C@H]1CN(Cc2ccco2)C[C@@H](CO)O1	0	-6	1	-2	-5	4	11
CNC[C@H]1Oc2c(NC(=O)Nc3cccc4ccccc34)cccc2C(=O)N([C@H](C)CO)C[C@H]1C	-2	7	3	3	x	27	x
CCC(=O)Oc1c(S(=O)(=O)c2ccc(C)cc2)c(C)nn1C(C)(C)C	x	-5	x	x	x	106*	-16
CC(=O)N(C)C[C@H]1[C@@H](c2ccc(-c3cccc(C#N)c3)cc2)[C@@H](CO)N1C(C)=O	x	x	-4	x	-5	x	-11
Cc1ccc(S(=O)(=O)N(C)C[C@@H]2Oc3cc(C#Cc4ccccc4)ccc3S(=O)(=O)N([C@@H](C)CO)C[C@@H]2C)cc1	39*	-1	5	3	-1	11	2
CC(C)CNC(=O)C(=O)N/N=C/c1cccs1	x	21	x	x	-14	-15	x
O=C(CCn1c(=O)oc2ccccc21)NCCCN1CCOCC1	-8	-5	-3	0	-17	-16	1
Cc1ccc(N2CC(C(=O)OCC(=O)Nc3ccc(Cl)cc3)CC2=O)cc1 (configuration not stated)	3	-10	-4	-3	-9	21	-12

Only part of the results is shown, so the mix of outcomes need not match the whole.
